H69AR growth 86K = growth inhibitors of human H69AR lung tumor cells; viability, % at 10 µM; H69AR lung tumor viability, ATP luminescence, 72 h; stronger effect = lower value; 6% of 85,000 active;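 active = viability at or below 40%; inactive = viability above 40%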;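 note: multidrug resistant small cell line overexpressing MRP-1 efflux transporter; 100% = mean luminescence of untreated control wells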
HUVEC inhibit = human endothelial cell proliferation inhibition; HUVEC proliferation, CellTiter-Glo luminescence, 72 h; stronger effect = lower value; viability, % at 10 µM (by protocol); 1.1% of 86,000 active; AID 648;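 active = viability at or below 30%; inactive = viability above 30%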;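 note: 100% = median luminescence of DMSO-only cell control wells on each plate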
hDAT+cocaine = changed human dopamine transporter uptake under cocaine IC80; 1.3% of 110,000 active; LLC-PK1 hDAT cells, [14C]-dopamine uptake with cocaine IC80; actives deviate in either direction; B-score at 10 µM; Q01959; AID 449768;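 active = Z score or B-score, a plate-position-corrected score, falls beyond the plate's 99.7% confidence bounds, in either direction; inactive = both scores lie inside the 99.7% bounds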;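 note: scored against the spread of the other compound wells on the same plate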
Target sequence (Q01959 whole entry, looked up): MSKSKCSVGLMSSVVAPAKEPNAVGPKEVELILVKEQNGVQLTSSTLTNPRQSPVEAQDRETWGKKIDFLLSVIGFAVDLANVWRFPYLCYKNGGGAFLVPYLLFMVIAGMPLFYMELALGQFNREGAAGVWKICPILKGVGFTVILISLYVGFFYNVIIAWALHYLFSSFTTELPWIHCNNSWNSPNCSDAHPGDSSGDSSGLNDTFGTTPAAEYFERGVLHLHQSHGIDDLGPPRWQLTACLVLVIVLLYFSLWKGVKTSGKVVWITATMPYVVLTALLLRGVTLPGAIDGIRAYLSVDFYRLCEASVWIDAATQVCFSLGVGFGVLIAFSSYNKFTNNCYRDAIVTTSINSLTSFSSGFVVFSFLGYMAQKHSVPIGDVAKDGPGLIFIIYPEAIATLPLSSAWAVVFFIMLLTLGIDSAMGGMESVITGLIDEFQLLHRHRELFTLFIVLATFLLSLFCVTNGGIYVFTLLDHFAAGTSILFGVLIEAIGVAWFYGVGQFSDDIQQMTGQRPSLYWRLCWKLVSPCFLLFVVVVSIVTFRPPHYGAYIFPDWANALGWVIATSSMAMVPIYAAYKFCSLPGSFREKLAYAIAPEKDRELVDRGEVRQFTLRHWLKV
S1P2 ag = activates the human S1P2 receptor; O95136; S1P2-expressing cell line, agonist reporter read-out; 0.46% of 97,000 active; activation, % at 4.5 µM; in the data active = activation above about 16%;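 note: 0% = vehicle low control and 100% = maximal reference agonist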
S1P2 blocker = S1P2 (human) receptor antagonism; O95136; cell-based S1P2 antagonist assay, inhibition at 5 uM; inhibition, % at 5 µM; 0.21% of 97,000 active; in the data active = inhibition above about 45%;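 note: CRE beta-lactamase reporter cells expressing human S1P2 stimulated with S1P; 0% = agonist at EC80 alone and 100% = agonist plus reference antagonist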
Fibroblast inh = blocks proliferation of human lung fibroblasts; LL 47 human lung fibroblast viability, ATP luminescence; stronger effect = lower value; viability, % at 10 µM; 1.1% of 85,000 active; AID 719;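 active = viability at or below 50% in the single dose screen; inactive = viability above 50%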;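 note: compound exposure lasted 72 h before the ATP readout; 100% = median luminescence of untreated cell-only wells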
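test system = LL 47 human lung fibroblasts | amount = 1,150 fibroblasts seeded per well | medium = 15% FBS in IMEM | times = overnight cell rest, 72 h compound treatment at 37 °C | measured by = CellTiter-Glo luminescence measuring cellular ATP | read-out = viability percentage against median untreated-cell control | benchmarks = cell-only wells, no compound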
E coli WT exp = growth inhibitors of E. coli BW25113 wild type; OD600 absorbance; growth inhibition, % at 100 µM; 0.15% of 98,000 active;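 active = growth inhibition above about 50% at one test dose, limit read from the data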;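 note: growth measured after 20 h incubation at 37 °C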
PostGolgi ctrl = yeast control strain growth, post-Golgi counter-screen | 5% of 98,000 active | inhibition, % at 10 µM | AID 738 | efflux-deficient yeast background strain, growth absorbance A615, 16 h
PostGolgi yeast = growth inhibition of a yeast mutant, post-Golgi transport screen. inhibition, % at 10 µM. AID 739. 0.9% of 98,000 active. post-Golgi transport phenotypic cell assay;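 note: yeast cells grown in 1536-well plates; yeast grown about 18 h at 30C before absorbance read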
Numbers without * were called inactive; x = not tested or not shown. Cut-off read from the data, not from the text of the source, unless noted: active = inhibition above about 30%; inactive = the rest.

SMILES,hDAT+cocaine,E coli WT exp,HUVEC inhibit,H69AR growth 86K,S1P2 blocker,Fibroblast inh,PostGolgi yeast,S1P2 ag,PostGolgi ctrl
c1cncc(-c2nnc(SCc3nc4ccccc4[nH]3)o2)c1,-0.08,19,88,78,-14,94,-2,-2,-1
Cc1ccc(N2C(=O)c3oc4ccccc4c(=O)c3C2c2cccc(O)c2)nc1 (configuration not stated),-0.062,x,86,114,12,95,x,-2,x
O=C(O)c1c[nH]c2ccc(S(=O)(=O)N3CCN(c4ccc(F)cc4)CC3)cc2c1=O,-1,8,98,94,x,109,1,x,0
O=c1[nH]c2ccc(Br)cc2c(-c2ccccc2)c1N1CCOCC1,x,-1,90,68,3,82,-1,-8,13
CCCC1(c2ccccc2)NC(=O)N(CC(=O)c2[nH]c(C)c(C(=O)OCC)c2C)C1=O (configuration not stated),1.9,-1,x,x,-23,x,2,-2,3
CC(C)C(=O)Nc1nnc(CCN2CCCCC2)s1,0.86,5,104,104,4,80,2,-2,-4
CCN(C(=O)COC(=O)c1cc2ccccc2cc1O)C1CCS(=O)(=O)C1 (configuration not stated),0.51,-1,103,99,14,98,-4,-4,8
CCCCOc1ccc(-c2nc(-c3cccnc3)no2)cc1,0.00068,-5,101,99,x,108,1,x,3
COc1ccc(C(=O)NCc2cccnc2)cc1S(=O)(=O)N1CCOCC1,0.45,2,78,91,15,91,-6,-6,-4
Cc1cc(=O)[nH]c(SCC(=O)Nc2cccc(C(F)(F)F)c2)n1,0.6,-4,89,90,-18,97,-3,-4,9
CCN(CC)CCn1c2ccccc2c2nc(C)sc21,-0.83,-2,96,102,4,98,-10,-4,0
Cc1ccc(S(=O)(=O)NC(=O)NCc2ccccn2)cc1,-1,-6,89,99,1,105,-4,-8,-13
O=C(Cn1c(NCCO)nc2ccccc21)NCCc1ccc(F)cc1,-0.18,2,106,95,16,98,-6,-8,-1
COC(=O)c1ccccc1NC(=O)Cn1cc(Br)cn1,-0.56,0,97,87,8,106,-5,2,8
Cc1c(Cl)c(C(F)(F)F)nn1CC(=O)NCc1ccccc1,0.43,x,78,91,-12,82,x,-1,x
O=c1cc(N2CCC3(CC2)OCCO3)[nH]c(=O)n1-c1ccc(Br)cc1,0.78,x,92,73,-17,103,x,-1,x
O=C(Cn1c(NCCO)nc2ccccc21)c1ccco1,0.087,6,88,100,9,104,-5,1,15
CCN(CC)S(=O)(=O)c1cccc(NC(=O)COC(=O)c2cc(C)oc2C)c1,-0.44,-7,x,x,6,x,-3,-1,7
CCS(=O)(=O)N1CCC(C(=O)NCCCN2CCC(Cc3ccccc3)CC2)CC1,x,7,87,95,10,86,29,-4,-12
CCOc1cc2c(cc1C(C)(C)C)NC(=O)CS2,0.17,1,78,37*,-17,89,2,0,35*
O=C(O/N=C\c1ccc(N2CCOCC2)c([N+](=O)[O-])c1)c1ccccc1Cl,x,3,x,x,-13,x,-5,2,12
CC(C)n1c(-c2ccc(N(C)C)cc2)nc2ccccc21,0.49,6,84,93,5,78,4,-9,15
CC(C)CCNC(=O)CCCn1c(=O)[nH]c2ccc(Br)cc2c1=O,-0.6,0,53,75,-5,98,-2,-5,-7
Cc1ccc(C)c(NC(=S)NC2CC3CCCC(C2)N3CC(C)C)c1 (configuration not stated),-0.22,x,92,100,-15,98,x,-3,x
COc1ccc(OCc2nnnn2-c2ccccc2)cc1,1.1,-3,x,x,5,x,27,-5,12
O=C1CCCC2=C1C(c1ccccc1O)C1=C(CCCC1=O)O2,0.26,-3,95,73,14,93,0,-4,-1
Cc1ccc(S(=O)(=O)N2CCN(Cc3nc4sc(C)c(C)c4c(=O)[nH]3)CC2)cc1,0.037,6,71,63,4,89,4,-3,-1
COC(=O)C1=C(C)N(C2CCCC2)C(=O)C1(NC(C)=O)C(F)(F)F (configuration not stated),-0.79,-5,106,111,16,x,-2,-6,-4
O=C(CSc1nnc2c(n1)[nH]c1ccccc12)OCc1ccccc1,0.07,x,102,91,2,96,x,0,x
COc1ccc(Nc2nnc(Cc3ccc(Cl)cc3)c(=O)[nH]2)c(OC)c1,-0.77,-2,94,104,x,103,-1,x,5
O=C(NCc1ccccc1)NC1(C(=O)N2CCN(c3ccccc3)CC2)CCCCC1,0.97,5,100,85,11,95,2,-7,2
CCOC(=O)c1ccccc1NC(=O)C1COc2ccccc2O1 (configuration not stated),-0.56,1,74,107,13,95,0,-8,23
CCOC(=O)C(=CNc1ccccc1C)C(=O)OCC,0.8,-4,x,x,8,x,-6,-6,6
COc1ccc(NC(=O)Cc2ccc(Cl)cc2)cc1NC(=O)c1ccco1,0.83,-1,90,89,7,99,-1,-5,3
Fc1ccc(-c2cnc(-c3cccs3)o2)cc1,-0.78,10,101,96,-8,102,9,-5,0
Cc1nc(-c2ccccc2)sc1C(=O)CSc1ccc(F)cc1,-0.17,-3,x,x,6,x,-1,-4,13
Cc1c(-n2cc(C(=O)O)c(=O)c3cc(F)c(N4CCCC4)c(F)c32)c(=O)n(-c2ccccc2)n1C,0.21,x,83,90,x,86,x,x,x
CCCNC(=O)NS(=O)(=O)c1cnccc1Sc1ccc(Cl)cc1,-0.089,-1,x,x,-4,x,-15,-3,10
Cc1cc(C(=O)COC(=O)CCCN2C(=O)c3ccccc3C2=O)c(C)n1C,0.54,-1,102,104,20,99,-6,-2,-10
C/C(Cl)=C\CNC(C)c1ccccc1 (configuration not stated),-2.1,6,89,95,13,97,0,-5,9
CCNC(=O)NC(C(=O)OC)C12CC3CC(CC(C3)C1)C2 (configuration not stated),0.034,-3,103,101,7,98,-3,-4,3
Oc1ccc(CN2CCCCC2)c2cccnc12,-0.24,x,63,0.7*,-7,3.1*,x,0,x
O=C(NN1C(=O)/C(=C/c2cccnc2)SC1=S)C(c1ccccc1)c1ccccc1,-0.11,-5,x,x,0,x,29,-13,25
S=c1oc(-c2ccncc2)nn1CCc1ccncc1,-1.4,2,90,97,-11,99,1,-3,3
COc1ccc(CCNc2oc(COc3ccc(F)cc3)nc2C#N)cc1,-1.1,1,90,100,6,98,-3,-4,8
Cc1ccccc1CN1C(=O)C(O)(CC(=O)c2ccncc2)c2ccccc21 (configuration not stated),-0.072,14,67,19*,1,103,-1,-11,12
COC(=O)C1=CN(C(C)C)C=C(C(=O)OC)C1c1cc2c(cc1Br)OCO2,-0.038,-6,81,84,11,90,-2,-3,23
Cc1ccc(-c2n[nH]c(=S)n2/N=C/c2cc3c(cc2[N+](=O)[O-])OCO3)cc1,-0.34,-11,x,x,-2,x,11,-3,-12
CC(=O)Oc1ccccc1N1C(=O)c2ccc(C(=O)O)cc2C1=O,-0.34,-4,88,99,0,94,-7,-1,3
CCN(CC)S(=O)(=O)c1ccc(NC(=O)CN(c2cccc(F)c2)S(C)(=O)=O)cc1,1.5,-1,78,76,18,87,-9,-4,0
COc1cccc(NC(=O)NCCCN2CCN(c3ccc(F)cc3)CC2)c1,0.029,14,99,79,9,98,9,-4,2
c1ccc(N(c2ccccc2)c2nc(N3CCCC3)nc(-n3ccnc3)n2)cc1,x,5,44,20*,-13,63,2,-8,32*
Cc1ccc(-c2[nH]c(=O)n3ccncc23)s1,-0.69,10,96,77,1,90,0,-9,13
O=C(CSc1nnnn1-c1ccccc1)N1CCN(C(=O)c2ccco2)CC1,-0.1,5,96,86,19,100,2,-7,11
O=C(CN(Cc1ccco1)C(=O)CCC(=O)Nc1nccs1)NCc1ccccc1,-0.65,x,102,83,-7,110,x,-3,x
CCCCCC(=O)Nc1nc(C)c(-c2csc(Nc3ccccc3OCC)n2)s1,0.1,0,x,x,-11,x,10,-7,-3
O=C(COC(=O)c1ccccn1)Nc1nccs1,-0.25,6,94,105,12,97,0,-4,14
O=c1cc(O)c2c(=O)[nH]c(=O)n(-c3ccccc3)c2[nH]1,-0.89,-7,88,99,-5,97,5,-4,1
COc1ccc(OCC(O)COc2ccc(C(=O)O)cc2)cc1 (configuration not stated),2.7*,-19,96,89,19,100,-1,-8,-1
Cc1cc(Cl)ccc1NC(=O)CSc1nnc(-c2ccncc2)n1Cc1ccco1,-0.027,9,93,101,17,91,0,-3,-7

Additional records:
SMILES,hDAT+cocaine,E coli WT exp,HUVEC inhibit,H69AR growth 86K,S1P2 blocker,Fibroblast inh,PostGolgi yeast,S1P2 ag,PostGolgi ctrl
CCOC(=O)c1[nH]c2ccc(OCC)cc2c1NC(=O)CN1CCC2(CC1)OCCO2,1.7,3,89,71,9,103,6,-8,5
COc1ccc(C(=O)Nc2ccc(OCC(F)(F)C(F)F)c(C(F)(F)F)c2)cc1OC,0.079,-6,x,x,22,x,-7,-7,22
O=C(Nc1nc2n(n1)C(c1ccccc1)CC(c1ccc(Cl)cc1)N2)c1ccco1 (configuration not stated),0.0036,0,88,87,-1,97,2,-7,-7
CCOc1ccc(NC(=O)Nc2cc(C)ccc2F)cc1,-0.3,-5,85,90,2,81,-6,-6,7
Cc1c(C(=O)NC(C)C)oc2c1-c1[nH]ncc1CC2,-0.21,-2,98,94,18,96,13,-12,6
COC(=O)COc1ccc(C(=O)OC)cc1,-1,6,77,95,-48,97,0,-6,-5

Screens (PubChem BioAssay)
